Mcl1-Noxa inh: Mcl-1/Noxa interaction inhibition. Q07820. TR-FRET Mcl-1/Noxa peptide binding, 2 h. inhibition, % at 21.7 µM. actives 1.5% (n = 220,000). AID 1022;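 active = compounds that cut the protein-peptide binding signal by more than 50% relative to plate controls in a single-dose test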;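 note: His-tagged Mcl-1 with rhodamine Noxa BH3 peptide and terbium anti-His antibody; 0% = Mcl-1 plus Noxa peptide wells and 100% = peptide-only wells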
Avidin bead fluor: compound fluoresces at 488/530 nm on avidin beads; compound fluorescence 488/530 nm, flow cytometry; active compounds read high; fluorescence (KMESF) at 10 µM; actives 0.38% (n = 220,000); in the data active = fluorescence above about 47; note: inactives centre near 10
Bim-Mcl-1: disrupts Bim peptide binding to human Mcl-1 | Q07820 | Bead-based flow cytometry, Bim peptide-Mcl-1 binding | inhibition, % at 10 µM | actives 0.1% (n = 190,000) | AID 1009; in the data active = inhibition above about 40%;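 note: 0% = no compound tracer wells and 100% = peptide blocker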
RGS8-Gao: modulates binding of RGS8 to human Galphao. multiplexed bead flow cytometry; actives lie on both sides. response (percent of control binding), % at 10 µM. AID 1423. actives 0.34% (n = 220,000); in the data active = response below about 60% or above about 140%; inactive = in between;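 note: Galphao activated as the GDP aluminium fluoride complex binding bead-coupled RGS8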
Target sequence (P09471 whole entry, looked up): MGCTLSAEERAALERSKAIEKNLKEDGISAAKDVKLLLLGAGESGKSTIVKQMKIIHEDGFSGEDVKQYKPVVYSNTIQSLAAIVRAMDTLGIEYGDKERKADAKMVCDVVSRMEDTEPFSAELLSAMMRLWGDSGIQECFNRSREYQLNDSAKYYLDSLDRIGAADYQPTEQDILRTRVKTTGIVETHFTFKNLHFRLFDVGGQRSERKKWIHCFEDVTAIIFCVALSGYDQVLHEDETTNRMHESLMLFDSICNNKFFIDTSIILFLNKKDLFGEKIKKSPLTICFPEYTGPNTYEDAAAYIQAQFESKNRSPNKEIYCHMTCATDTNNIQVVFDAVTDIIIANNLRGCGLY
RGS7-Gao reg: human RGS7-Galphao interaction regulation; P09471; AID 1439; binding response (% of control), % at 10 µM; actives 0.35% (n = 220,000); Multiplexed bead flow cytometry, RGS7-Galphao binding; actives lie on both sides; in the data active = binding response below about 49% or above about 150%; inconclusive = no clear call, values can overlap the other calls; inactive = in between;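 note: fluorescent Galphao held in activated GDP-AlF4 state binding bead-coupled RGS7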
GSH bead fluor: compound fluoresces at 488/530 nm on GSH beads; AID 1776; fluorescence (KMESF) at 10 µM; actives 0.25% (n = 190,000); GSH beads flow cytometry, compound fluorescence 488/530 nm; active compounds read high; in the data active = fluorescence above about 89;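 note: glutathione beads carrying GST-tagged Bcl family fusion proteins plus one bare bead set; values are compound well signal with DMSO vehicle wells as background; inactives centre near 16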
RGS4-Gao reg: modulates binding of RGS4 to human Galphao. actives 0.33% (n = 220,000). binding response (% of control), % at 10 µM. Multiplexed bead flow cytometry; actives lie on both sides; in the data active = binding response below about 49% or above about 150%; inactive = in between;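 note: fluorescent Galphao activated with aluminum fluoride binding bead-coupled RGS4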
ABCG2 block: inhibitors of human ABCG2 transporter, ABCB1 counter-screen. IgMXP3 cells, JC-1 efflux, flow cytometry. inhibition, % at 6.6 µM. actives 0.1% (n = 190,000);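 active = inhibition above 80%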;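 note: 0% = DMSO and 100% = nicardipine control wells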
Target sequence (Q9UNQ0 whole entry, looked up): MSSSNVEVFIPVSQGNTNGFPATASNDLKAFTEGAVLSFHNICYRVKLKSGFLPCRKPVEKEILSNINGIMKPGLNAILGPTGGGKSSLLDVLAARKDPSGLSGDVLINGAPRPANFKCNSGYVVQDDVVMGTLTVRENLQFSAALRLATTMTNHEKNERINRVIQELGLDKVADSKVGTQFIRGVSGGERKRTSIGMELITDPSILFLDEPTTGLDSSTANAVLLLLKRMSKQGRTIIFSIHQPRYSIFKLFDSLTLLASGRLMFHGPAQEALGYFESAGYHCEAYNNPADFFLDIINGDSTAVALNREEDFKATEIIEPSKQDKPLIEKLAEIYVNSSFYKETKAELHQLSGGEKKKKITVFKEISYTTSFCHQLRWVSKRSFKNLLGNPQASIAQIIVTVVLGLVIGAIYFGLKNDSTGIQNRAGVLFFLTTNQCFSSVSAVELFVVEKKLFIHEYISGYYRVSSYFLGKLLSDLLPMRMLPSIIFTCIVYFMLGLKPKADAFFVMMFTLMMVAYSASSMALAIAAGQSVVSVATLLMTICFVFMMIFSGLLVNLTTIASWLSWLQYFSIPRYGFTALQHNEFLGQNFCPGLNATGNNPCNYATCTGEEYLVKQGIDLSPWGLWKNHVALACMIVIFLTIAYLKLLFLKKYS
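Test system: IgMXP3 cells (ABCG2) mixed with DDAO far-red-labelled CCRF-Adr cells (ABCB1). Reagent: JC-1 transporter substrate. Compound dosing: single test compound dose, 6.6 µM final. Times: 10 min compound exposure, 25 °C. Detection: flow cytometry of retained JC-1 fluorescence. Read-out basis: efflux inhibition in percent versus controls. Controls: nicardipine and DMSO wells.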
Mcl1-Bid inh: Mcl-1/Bid interaction inhibition; Q07820; actives 0.97% (n = 220,000); inhibition, % at 21.7 µM; TR-FRET Mcl-1/Bid-Dy647 peptide binding, 1536-well; AID 1021;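 active = compounds that cut the binding signal by more than half at the single screening dose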;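 note: His-tagged Mcl-1 with europium anti-His antibody binding Bid BH3 peptide; 0% = Mcl-1 plus peptide wells and 100% = peptide-only wells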
ABCB1 block: blocks JC-1 efflux by human ABCB1 transporter. P08183. CCRF-Adr cells, flow cytometry. inhibition, % at 6.6 µM. actives 0.067% (n = 190,000); in the data active = inhibition above about 40%;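 note: 0% = vehicle and 100% = reference inhibitor; higher value means more JC-1 retained so stronger ABCB1 efflux block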
Pf gametocyte: kills late stage P. falciparum gametocytes; P. falciparum stage V gametocytes, ATP luminescence, 24 h; inhibition, % at 10.9 µM; actives 0.065% (n = 150,000); AID 743093;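 active = inhibition above the mean plus 3 SD of compounds within the control limits, set per campaign, cut at about 38% in these data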;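 note: 0% = DMSO wells and 100% = medium only without gametocytes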
Starred values were filed as active, the others as inactive; ? = inconclusive; / = not tested or not shown.

SMILES	Mcl1-Noxa inh	Avidin bead fluor	Bim-Mcl-1	RGS8-Gao	RGS7-Gao reg	GSH bead fluor	RGS4-Gao reg	ABCG2 block	Mcl1-Bid inh	ABCB1 block	Pf gametocyte
COc1ccc(-c2cn3c(C)c(C(=O)Nc4cc(NC(C)=O)ccc4OC)sc3n2)cc1	25	41	-3	101	96	25	99	17	0	0.3	/
CC(C)CNC(=O)NC(=O)COC(=O)c1cc([N+](=O)[O-])ccc1NCc1ccccc1Cl	-2	10	0	99	98	14	100	10	-1	0.6	-5
O=C(CSc1nc2ccccc2s1)Nc1cc(S(=O)(=O)N2CCOCC2)ccc1O	105*	13	13	80	91	7	98	-17	32	-2.5	9
CCNS(=O)(=O)c1cc(Br)ccc1OC	-20	9	2	107	105	8	105	1	-5	0.7	-13
CCOc1ccc(S(=O)(=O)N/N=C(\C)Cc2ccc(OC)cc2)cc1	12	9	0	99	?	13	100	0	-30	0.0	/
COc1ccc(-c2cc(C(=O)c3c(N)n(C)c(=O)n(C)c3=O)c3ccccc3n2)cc1	-7	7	/	100	?	/	101	/	-4	/	4
COCCOC(=O)c1c(NC(=O)CN(C)c2ccccc2)sc(C(N)=O)c1C	-13	19	0	99	94	6	98	2	-11	0.7	-2
NS(=O)(=O)c1ccc(NCc2ccccc2OCc2ccc(F)cc2)cc1	35	12	-1	100	98	30	102	16	30	1.0	2
O=C1OCCN1C(=O)[C@H]1[C@H](c2ccc(Cl)cc2)C(c2cccc(Cl)c2)=NN1c1ccccc1	-42	10	0	100	102	16	99	5	-3	3.2	/
Cc1ccccc1OCC(=O)OCC(=O)Nc1ccc(N2CCOCC2)cc1	4	9	-3	101	?	15	101	4	-30	0.0	-22
CCC(=O)Nc1cccc(C2=NOC3(C2)C[C@@H](C(N)=O)N(C(=O)c2ccc(OC)cc2)C3)c1 (stereo not given in full)	-6	9	/	102	?	/	99	/	-36	/	16
Cc1noc(C)c1COc1ccc2ccc(=O)oc2c1	13	9	1	101	?	14	103	10	-8	0.9	/
O=C(CSc1n[nH]c(-c2ccccc2)n1)Nc1ncc(Br)cc1Br	0	14	-4	99	100	24	100	51	7	0.2	/
Cc1cc(C)c(C(N)=O)c(Nc2cccc3ccccc23)n1	2	22	-3	100	101	12	101	7	-28	1.1	-17
Cc1cc(OCC(=O)Nc2ccncc2)ccc1Br	-6	29	0	103	103	16	105	6	3	0.7	/
CC(=O)OC(C(=O)NCCN1CCOCC1)c1c(F)cccc1F (stereo not given)	-6	8	-2	100	105	19	100	5	-45	0.8	15
CCn1nc(C(=O)Nc2ccc3nc(C)sc3c2)c2ccccc2c1=O	14	9	-2	86	95	4	98	2	23	2.2	/
COc1ccc(C)c(-n2c(=O)n(Cc3ccccc3)c(=O)c3[nH]cnc32)c1	4	6	/	85	?	/	71	/	-9	/	-4
O=C(NCCCN1CCCC1=O)c1ccc(Cl)c(NS(=O)(=O)c2ccc(F)cc2)c1	3	3	-1	102	99	43	100	0	-25	0.2	/
CCOC(=O)NC(=O)CSc1cc(C)c2cc(C)cc(C)c2n1	6	23	0	126	120	14	109	3	-2	0.7	1
Cc1c(Cl)cccc1NC(=S)NCc1ccc2c(c1)OCO2	26	14	-4	104	104	7	101	25	-57	2.8	/
O=C(COC(=O)/C=C/c1cccc(F)c1)NNC(=O)c1ccccc1	9	13	5	102	97	8	101	6	-15	-0.1	/
COCCN(CCOC)C(=O)c1sc2nc(-c3ccccc3)cn2c1C	0	20	-3	102	114	45	104	2	-26	0.7	/
O=c1cc(/N=C/c2coc3cc(Br)ccc3c2=O)[nH]c(=S)[nH]1	33	4	/	99	?	/	99	/	-12	/	-13
CC(C)OC(=O)CC(=O)CSc1nc(-c2ccc(F)cc2)cc(-c2ccccc2)c1C#N	-58	7	-2	95	93	16	93	-3	-19	-0.5	1
N#Cc1ccccc1OCC(=O)C1CC1	7	14	/	91	?	/	90	/	-5	/	2
COCCn1c(C)cc(C(=O)CSc2nnc3ccccn23)c1C	9	7	0	101	102	17	101	4	-49	0.8	/
Cc1cc(C)n(-c2ccccc2[N+](=O)[O-])n1	-16	5	-2	100	95	23	98	5	-7	0.2	/
Cc1c(NS(=O)(=O)c2cc(C(=O)OCC(=O)N3CCC(C)CC3)ccc2Cl)c(=O)n(-c2ccccc2)n1C	-4	23	0	97	99	11	99	-1	-34	0.7	-6
CCN(Cc1nc(-c2ccc(Cl)cc2)no1)CC1CCCO1 (stereo not given)	-11	1	-3	104	106	14	107	12	-13	0.6	5
Cc1nc2ncnn2c(C)c1CCC(=O)N1CCN(Cc2ccccc2)CC1	10	40	3	102	104	11	103	0	-11	0.2	/
O=S(=O)(c1ccccc1)c1nc(-c2ccco2)oc1N1CCCCCC1	7	19	0	101	96	23	97	1	-15	1.2	23
CC(=O)c1c(C)[nH]c(C(=O)COC(=O)CCCOc2ccccc2)c1C	10	13	0	104	102	15	105	1	-15	-0.5	2
COc1ccc(CCNCC(O)COc2cccc(Br)c2)cc1 (stereo not given)	-8	5	1	100	96	20	97	0	-30	1.7	15
CCOc1ccc(N/C(C)=C/C(=O)c2ccc(C)o2)cc1	14	6	12	101	101	37	102	-1	-23	-0.2	10
CC(C)NC(=S)Nc1c(N)[nH]c(=O)[nH]c1=O	1	6	/	106	?	/	104	/	-24	/	-13
CCOCCCNC(=O)C(c1ccc(Cl)cc1)N(Cc1cccs1)C(=O)c1ccccn1 (stereo not given)	15	11	-2	103	?	15	105	4	-8	0.5	10
CCc1c(C(=O)NCc2ccccc2Cl)[nH]c(C)c1C(C)=O	10	6	-8	106	106	16	105	46	-29	2.1	-12
Cc1cccc(C)c1-n1c(C)cc(/C=N\Nc2ccc([N+](=O)[O-])cn2)c1C	27	10	-2	105	101	10	100	8	-8	1.9	/
O=[N+]([O-])c1cccnc1N/N=C/c1ccccc1O	32	22	-2	99	91	11	96	0	-27	0.2	17
C=CCn1c(=O)c2c(nc(Br)n2Cc2ccccc2Cl)n(C)c1=O	-19	10	-2	101	95	9	102	0	-10	0.4	/
O=C(Nc1ccccc1)c1cc2ccc3ccccc3c2s1	-48	7	/	101	?	/	102	/	-41	/	2
NS(=O)(=O)c1ccc(NC(=S)NC(=O)/C=C/c2cccs2)cc1	47	11	2	103	96	29	102	0	-18	0.0	/
CCc1ccc(NC(=O)CSc2nc3ccccc3c(=O)n2CCCC(=O)N2CCCC2)cc1	-14	12	-1	100	98	33	99	70	-33	71*	17
COC1=C(C)C(O)=C(C(=O)/C=C/c2ccccc2)C(=O)C1(C)C	8	8	/	100	?	/	102	/	-43	/	4

Look-ups from the list.
In RGS4-Gao reg, Cc1ccccc1OCC(=O)OCC(=O)Nc1ccc(N2CCOCC2)cc1 reads 101
In GSH bead fluor, CC(=O)OC(C(=O)NCCN1CCOCC1)c1c(F)cccc1F (stereo not given) reads 19

(continued)
SMILES	Mcl1-Noxa inh	Avidin bead fluor	Bim-Mcl-1	RGS8-Gao	RGS7-Gao reg	GSH bead fluor	RGS4-Gao reg	ABCG2 block	Mcl1-Bid inh	ABCB1 block	Pf gametocyte
CN(Cc1ccccn1)Cc1cn(Cc2ccccc2)nc1-c1ccc2c(c1)OCO2	6	12	0	101	?	11	104	-2	-36	-1.1	20
COc1ccc(OCC(=O)Nc2ncc3c(n2)CC(C)(C)CC3=O)cc1	3	8	-2	100	102	21	102	4	-27	0.5	-29
O=C(Nc1ccc(N2CCN(C(=O)c3ccco3)CC2)cc1)c1ccc(F)cc1	26	6	0	103	102	35	102	5	-26	1.4	13
COc1cccc(C(=O)Nc2ccccc2OC(F)(F)F)c1	16	8	0	90	99	11	100	5	-7	0.5	/
O=[N+]([O-])c1ccc(O)c(-c2nc(-c3ccccc3)c(-c3cccs3)[nH]2)c1	/	10	-2	104	104	41	105	5	-66	0.7	27
Clc1ccccc1Cn1nnc2c(N3CCOCC3)nc(C3CC3)nc21	10	39	0	103	103	11	103	7	-1	2.9	/
N#Cc1ccc(-n2c(-c3ccccc3)nnc2-c2ccccc2)cc1C#N	-11	34	-8	102	104	26	101	61	0	3.1	/
O=S(=O)(NCc1ccc(Cl)cc1)NCc1ccccc1F	-17	12	0	98	97	11	93	2	2	0.5	-8
Clc1ccc(SCc2cn3cccnc3n2)cc1	0	26	-2	100	102	22	103	7	-11	0.7	/
CC(NC(=O)c1ccccc1O)c1ccccc1 (stereo not given)	-4	7	5	103	102	15	100	1	-81	0.1	/
Cc1ccc(NC(=O)N2CCc3ccccc32)cc1	11	4	-4	89	98	16	95	0	-5	1.0	/
COC(=O)C(O)(NC(=O)OCc1ccccc1)C(F)(F)F (stereo not given)	-6	3	-2	85	95	22	92	1	-15	0.1	/
COc1ccc(CCNC(=O)CN(c2ccc(C)cc2)S(=O)(=O)c2c(C)noc2C)cc1OC	6	14	-8	97	99	31	94	19	-18	9.9	/
CCOc1ccc(C(=O)NCc2cccnc2)cc1[N+](=O)[O-]	0	11	-1	101	100	9	103	18	-8	0.7	-6
c1coc(C2Nc3ccccc3C3OCCC23)c1 (stereo not given)	-8	34	0	104	97	12	100	3	-18	0.7	/
CC(=O)Nc1ccc(NC(=O)Nc2ccccc2C)cc1	5	9	0	102	96	10	101	2	-4	0.8	18
O=C(c1cc2cc(Cl)cc(Cl)c2oc1=O)N1CCOCC1	20	3	-12	82	93	15	93	2	-3	0.8	/
Cc1ccc(/C=N/N=C2\SCC(=O)N2CC2CC2)cc1	6	3	/	101	?	/	98	/	-2	/	7
COc1ccc(-c2noc(CN3CCN(c4ccccc4)CC3)n2)cc1	4	5	3	96	96	27	100	1	-21	0.1	/
N#CC(C(=O)Nc1ccccc1)=C1CCCCC1	3	13	-2	101	101	23	105	4	-1	1.4	/
Cn1nnnc1SCC(=O)Nc1cc(C(=O)O)cc(C(=O)O)c1	10	5	26	99	102	59	105	0	10	0.1	-15
O=C(CCC(=O)OCCCC(F)(F)C(F)(F)F)Nc1ccccc1	-1	38	-3	100	101	23	101	0	-2	0.0	/
C=C(Br)Cn1c(CC)nc2ccccc21	-10	12	-2	88	101	33	101	5	-9	1.1	/
COc1ccc(Oc2ccc(N/C=C3/CCCC3=O)cc2)cc1	5	8	-3	97	97	4	100	1	-62	1.1	-10
O=C(CN1CCC(Cc2ccccc2)CC1)NC(=O)NC1CCCCC1	0	11	-2	97	94	16	94	0	0	0.5	-27
CCOc1ccccc1N1CCN(C(=O)c2ccc3[nH]c4c(c3c2)CCCC4)CC1	-6	3	0	74	81	16	84	-1	-34	0.3	44*
COC(=O)c1ccc(CN2CCN(Cc3ccc(F)cc3)C(CCO)C2)cc1 (stereo not given)	-2	7	-1	100	99	13	103	6	-41	0.9	-10
CCOC(=O)c1cc(-c2csc(-c3ccc(C(F)(F)F)cc3)n2)on1	13	6	/	101	?	/	99	/	3	/	-29

Screening results (PubChem BioAssay)
